# Screens (PubChem BioAssay)
# MCL1-BIM inh: MCL1-BIM-BH3 interaction inhibition (human) | Q07820 | GST-MCL1 / FITC-Bim-BH3 fluorescence polarization | inhibition, % at 10.9 µM | hit rate 0.68% among 320,000 | AID 2057;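 active = inhibition above the mean inhibition of all tested compounds plus 3 SD, set per campaign, cut at about 40% in these data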;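 note: 0% = DMSO wells and 100% = unlabeled Bim-BH3 peptide control; higher means more loss of mP so more displacement of Bim peptide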
# Target sequence (Q07820 whole entry, looked up): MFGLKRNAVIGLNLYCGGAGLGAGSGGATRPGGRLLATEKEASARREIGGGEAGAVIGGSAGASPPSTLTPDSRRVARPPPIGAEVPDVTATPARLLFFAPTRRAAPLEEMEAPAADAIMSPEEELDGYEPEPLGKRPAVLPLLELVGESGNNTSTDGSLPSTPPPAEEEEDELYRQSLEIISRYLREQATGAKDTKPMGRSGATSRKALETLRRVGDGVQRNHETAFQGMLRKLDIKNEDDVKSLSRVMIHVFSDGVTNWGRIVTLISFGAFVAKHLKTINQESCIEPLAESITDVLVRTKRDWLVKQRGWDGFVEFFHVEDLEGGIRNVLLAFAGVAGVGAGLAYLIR
# MEX-5 binding: C. elegans MEX-5 TCR-2 RNA binding activity; Q9XUB2; MEX-5/FITC-TCR2 RNA binding, fluorescence polarization; hits give low values; activity score (negative = inhibition of binding), % at 10 µM; hit rate 0.38% among 300,000; AID 1832;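 active = inhibition past about -25% in most replicates, and total fluorescence under double the plate's negative control median, limit read from the data; inconclusive = replicates evenly split on the limit, or fluorescence at least double controls; inactive = too little inhibition in most replicates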;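 note: 0% = DMSO and -100% = 5 µM competing unlabeled TCR2 RNA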
# GLD-1 RNA inh: GLD-1-TGE RNA interaction inhibition (C. elegans) | Q17339 | purified GLD-1 + fluorescein TGE RNA, fluorescence polarization | inhibition, % at 5.96 µM | hit rate 0.44% among 320,000 | AID 2280;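 active = percent inhibition above a per-plate cutoff, the plate mean of test compounds plus 3 SD, cut at about 30% in these data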;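 note: 0% = DMSO wells with GLD-1 and probe and 100% = wells lacking GLD-1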
# CIT2-GFP yeast: yeast TOR pathway CIT2-GFP modulation | hit rate 0.065% among 320,000 | S. cerevisiae CIT2-GFP strain, flow cytometry, 3 h; 100 means same as DMSO wells | AID 2029 | GFP response vs DMSO, % at 10 µM;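 active = GFP response relative to DMSO above a set limit, near the screen mean plus 3 SD, cut at about 150% in these data; inconclusive = Fewer than 70 cells measured for a yeast strain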;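 note: ratio of well median GFP fluorescence to mean of DMSO wells on the plate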
# Fam108B counter: Fam108B inhibition, counter-screen for RBBP9 inhibitors; recombinant Fam108B, FP-Rh probe fluorescence polarization; inhibition, % at 9.51 µM; hit rate 0.33% among 300,000; AID 1947;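 active = inhibition above the screen mean inhibition plus 3 SD, computed separately per campaign, cut at about 18% in these data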;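 note: inhibitors lower polarization as less probe binds the enzyme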
# AGP1 TOR yeast: yeast TOR pathway AGP1-GFP modulation; GFP response vs DMSO, % at 10 µM; S. cerevisiae AGP1-GFP multiplex flow cytometry, 3 h; GFP as percent of DMSO wells; hit rate 0.02% among 320,000; AID 2066;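 active = GFP response relative to DMSO above a set limit, near screen average plus 3 SD, cut at about 150% in these data; inconclusive = fewer than 70 cells counted for the yeast strain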;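 note: median GFP channel fluorescence of the gated AGP1 strain per well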
# BCLXL inh: blocks human Bcl-xL binding to Bim BH3 peptide. Q07817. GST-Bcl-xL / FITC-Bim BH3 peptide fluorescence polarization. hit rate 0.7% among 320,000. inhibition, % at 10.9 µM;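 active = inhibition above the mean of all tested compounds plus 3 SD, cutoff set per campaign, cut at about 30% in these data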;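 note: 0% = DMSO wells and 100% = unlabeled Bim-BH3 peptide competitor; inhibitors lower millipolarization by displacing the labeled peptide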
# GRK2 aptamer HTS: inhibitors of human GRK2 displacing RNA aptamer; P25098; bead flow cytometry, FAM-aptamer displacement from GRK2; inhibition of aptamer binding, % at 10 µM; hit rate 0.59% among 330,000; AID 488847;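 active = inhibition of aptamer binding above 40%, roughly 3 SD of noise, on plates passing a quality check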;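 note: median bead fluorescence of bound FAM aptamer so fluorescent compounds give negative values; no value below 0 was filed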
# Target sequence (P25098 whole entry, looked up): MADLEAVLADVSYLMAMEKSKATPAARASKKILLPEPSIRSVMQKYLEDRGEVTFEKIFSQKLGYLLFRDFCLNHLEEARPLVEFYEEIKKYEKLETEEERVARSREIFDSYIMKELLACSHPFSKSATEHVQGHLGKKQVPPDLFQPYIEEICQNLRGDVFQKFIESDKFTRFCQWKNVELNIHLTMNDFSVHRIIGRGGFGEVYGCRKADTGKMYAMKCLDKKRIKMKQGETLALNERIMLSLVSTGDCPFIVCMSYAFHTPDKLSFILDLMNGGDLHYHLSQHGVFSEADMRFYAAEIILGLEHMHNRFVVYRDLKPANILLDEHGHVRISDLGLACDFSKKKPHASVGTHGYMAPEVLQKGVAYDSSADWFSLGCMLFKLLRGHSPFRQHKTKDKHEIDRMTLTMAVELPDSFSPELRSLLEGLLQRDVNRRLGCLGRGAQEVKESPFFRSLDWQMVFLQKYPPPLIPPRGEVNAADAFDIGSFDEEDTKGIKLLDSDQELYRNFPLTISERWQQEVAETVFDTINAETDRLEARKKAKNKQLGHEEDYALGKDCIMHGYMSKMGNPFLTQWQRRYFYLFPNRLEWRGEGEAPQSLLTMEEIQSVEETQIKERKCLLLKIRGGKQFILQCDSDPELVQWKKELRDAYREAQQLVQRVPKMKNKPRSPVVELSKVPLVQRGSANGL
# VLA-4 inh: inhibition in a human VLA-4 binding assay; P13612; VLA-4 expressing cells, ligand binding flow cytometry; inhibition, % (about 7 µM as worked out from the volumes in the protocol); hit rate 0.2% among 330,000; in the data active = inhibition above about 50%
# The depositor's hits bear a star; ? = inconclusive; nt = not tested or not shown; [ ] = dose if it differs, or a comment.
SMILES,MCL1-BIM inh,MEX-5 binding,GLD-1 RNA inh,CIT2-GFP yeast,Fam108B counter,AGP1 TOR yeast,BCLXL inh,GRK2 aptamer HTS,VLA-4 inh
CCCCN(CCCC)C(=O)/C=C/c1cccc([N+](=O)[O-])c1,6.0,-2.7,-1.7,104.7,7.1,116.6,0.2,0.0,0.3
Nc1nnnn1CC(=O)N/N=C/c1cccs1,-1.3,-1.2,0.1,97.8,1.2,103.0,1.5,4.0,0.4
CN1CCN(/N=C/c2ccc(C#N)cc2)CC1,-0.7,-3.1,4.7,108.7,5.4,105.5,-2.8,2.0,-4.9
Oc1ccc(Cc2ccc(Cl)cc2)c(O)c1,3.2,-0.4,0.5,107.1,0.1,103.0,2.8,0.0,-3.7
COc1cccc(-c2nn(C)c3sc(C(=O)NCc4ccc5c(c4)OCO5)cc23)c1,3.6,-0.8,-4.2,92.2,-42.2,91.8,2.5,7.0,-2.0
O=C(Nc1ccc(F)cc1)N1CCCCCC1,3.4,0.7,2.7,88.5,-0.9,92.4,-1.3,2.0,-12.9
Oc1c(N=NC(=S)Nc2ccccc2F)c2ccccc2n1Cc1ccccc1F,4.9,-0.2,-2.2,91.2,1.2,97.7,2.1,2.0,-5.2
O=C(CN(CCc1ccccc1)C(=O)CNS(=O)(=O)c1ccc(F)cc1)NCC1CCCO1 (stereo unspecified),-3.2,0.1,3.9,109.5,2.7,114.8,-0.7,0.0,18.4
CNC(=O)c1sccc1-n1cccc1,-1.3,-0.3,4.1,?,-0.2,?,0.1,0.0,3.4
Cn1c(SCC(=O)NC2CCCCC2)nnc1-c1cc2cc(Cl)ccc2o1,-2.0,0.6,-1.1,88.8,-2.0,87.4,-4.0,0.0,-3.3
COc1cccc(/C=N/NC(=O)c2cnccn2)c1,3.7,0.1,3.1,105.8,0.0,96.7,3.7,0.0,-5.3
COCc1cc(C)nc2sc(C(=O)NCCO)c(-n3cccc3)c12,12.7,1.5,2.9,103.4,2.5,105.6,5.1,0.0,-1.6
CCCCCSc1nnc(N)s1,-9.3,2.6,1.2,104.2,-0.9,105.8,-0.3,0.0,-0.9
COC(=O)c1cc2c(ccn2C)n1C,0.7,3.2,11.9,88.8,-5.2,92.2,4.3,2.0,23.5
Cc1cc(NC(=O)CN2C(=O)C3CC=CCC3C2=O)no1 (stereo unspecified),3.6,3.5,7.2,104.2,6.5,107.8,2.9,0.0,-9.8
Cc1ccc(C)c(NC(=O)CCC(=O)NN=C2CCCC2)c1,nt,nt,nt,92.3,nt,100.5,nt,5.0,-0.3
CCc1cccc(C)c1NC(=O)Nc1ccc2c(c1)OCO2,2.2,0.7,-1.6,104.2,2.1,97.3,-1.6,3.0,-10.2
Cc1ccc(NC(=O)C2CCCN2C(=O)OCc2ccccc2)c(O)c1 (stereo unspecified),5.5,2.1,4.4,101.6,-2.1,91.9,4.9,0.0,-2.1
O=C(NNc1ncc(C(F)(F)F)cc1Cl)c1c(Cl)cccc1Cl,10.7,-2.1,-0.4,93.3,-5.2,97.6,4.8,0.0,-0.3
COC(=O)C1=C(NC(=O)c2ccc(Br)cc2)CCS1,-6.0,-2.4,-7.2,92.2,-1.2,99.6,-0.9,1.0,1.0

# Pulled by compound from above, three records:
SMILES,MCL1-BIM inh,MEX-5 binding,GLD-1 RNA inh,CIT2-GFP yeast,Fam108B counter,AGP1 TOR yeast,BCLXL inh,GRK2 aptamer HTS,VLA-4 inh
O=C(Nc1ccc(F)cc1)N1CCCCCC1,3.4,0.7,2.7,88.5,-0.9,92.4,-1.3,2.0,-12.9
Cn1c(SCC(=O)NC2CCCCC2)nnc1-c1cc2cc(Cl)ccc2o1,-2.0,0.6,-1.1,88.8,-2.0,87.4,-4.0,0.0,-3.3
COc1cccc(-c2nn(C)c3sc(C(=O)NCc4ccc5c(c4)OCO5)cc23)c1,3.6,-0.8,-4.2,92.2,-42.2,91.8,2.5,7.0,-2.0

# Remaining list, next part.
SMILES,MCL1-BIM inh,MEX-5 binding,GLD-1 RNA inh,CIT2-GFP yeast,Fam108B counter,AGP1 TOR yeast,BCLXL inh,GRK2 aptamer HTS,VLA-4 inh
CC(=O)c1ccc[n+](CC(=O)NC(C)c2ccccc2)c1 (stereo unspecified),13.8,-15.4,28.8,106.6,2.3,101.4,18.9,0.0,-0.1
Cc1ccc(S(=O)(=O)c2nc(S(C)(=O)=O)sc2NCC2CCCO2)cc1 (stereo unspecified),5.2,0.1,-0.6,117.8,-0.4,109.2,1.8,2.0,-5.7
CC(C)COC(=O)C(N)C(C(=O)OCC(C)C)c1ccccc1 (stereo unspecified),0.9,0.4,2.8,103.3,0.5,105.5,7.7,1.0,1.0
Cc1c(Cl)cccc1NC(=S)N=Nc1c(O)n(CN2CCOCC2)c2ccccc12,4.8,-0.2,7.8,97.9,-3.6,94.4,2.1,2.0,1.4
Cc1ccc(-n2nc3ccc(NC(=O)/C=C/c4ccco4)cc3n2)cc1C,-7.5,-4.3,-1.2,90.0,-40.9,nt,-2.2,0.0,-0.7
Cc1ccc(C(=O)NCCNC(=O)CN2CCOCC2)cc1,3.1,-2.0,7.0,116.2,-0.7,104.9,5.4,0.0,-0.6
O=C(NCc1cccc(Cl)c1)c1ccco1,-10.3,-0.5,-3.4,85.1,-6.3,94.1,-1.7,2.0,10.1
CN(CCCNC(=O)c1ccc(/C=N/O)nc1)CCCN(C)Cc1ccccc1,-5.4,-2.8,-6.6,91.2,-6.6,93.5,-2.4,0.0,12.3
CCOc1ccc(S(=O)(=O)N2CCC(C(=O)NCC3CCCO3)CC2)cc1Cl (stereo unspecified),7.3,2.0,-2.7,101.9,0.2,100.3,5.6,2.0,3.3
CCOc1ncccc1C(=O)OCC(=O)Nc1ccc(-c2nc3ccc(C)cc3s2)cc1,-3.1,-2.9,-1.5,87.5,-8.3,100.5,1.6,0.0,9.3
O=C(CSc1nc(C2CC2)nc2ccccc12)Nc1ccccc1Cl,2.2,-1.2,1.1,105.4,-2.4,100.3,1.7,2.0,-3.8
Cc1cc(C)c2c(n1)nn1c(C3CC3)cc(C(F)(F)F)nc21,13.1,5.4,0.4,106.6,-6.2,100.4,9.4,0.0,-3.9
Cc1c(-c2ccccc2)nc2ccccc2c1C(=O)Oc1ccc([N+](=O)[O-])cc1,2.3,0.7,-3.0,102.2,-5.2,100.8,3.9,2.0,-8.0
CCCN(C(=O)Cc1c(C(=O)O)n(C)c2ccccc12)c1cccc(C)c1,1.5,-4.5,-6.4,87.2,2.4,82.5,5.7,3.0,-10.4
Cc1nc[nH]c(=O)c1Br,3.1,0.7,0.4,97.0,-1.2,96.2,7.4,2.0,12.1
CC(C)C(=O)Nc1cccc(NC(=O)c2cccc(F)c2)c1,6.8,-0.9,0.7,94.1,-0.1,97.3,-0.7,0.0,13.2
CCOC(=O)COn1c2c(c3c4no[n+]([O-])c4ccc31)CCCC2,-0.1,1.9,6.3,107.7,-2.8,102.3,4.5,6.0,13.4
COc1ccc(CCNC(=O)C2CCCN2C(=O)Nc2ccc(F)cc2)cc1OC (stereo unspecified),0.5,-0.5,3.3,109.3,-1.2,104.4,3.9,0.0,-4.8
CCCCCCC(=O)NNC(=O)c1c(O)c2ccccc2n(CC)c1=O,9.1,2.0,1.4,75.9,-2.6,98.2,3.7,0.0,0.0
O=C(COC(=O)c1c(F)cccc1F)NCc1cccs1,nt,nt,-7.2,103.7,nt,97.7,nt,2.0,-10.7
[O-][n+]1onc2c1CCC(=N/O)/C2=N\Nc1ccccc1,9.4,2.4,3.4,107.7,2.3,109.6,8.7,1.0,11.7
COc1ccc(NC(=O)C2CCCN(c3ncnc4onc(-c5ccc(F)cc5)c34)C2)cc1 (stereo unspecified),-2.5,1.2,6.2,95.7,-6.7,97.7,-0.2,0.0,22.3
Cc1ccc(OCc2cc(C(=O)N3CCCC3)no2)cn1,3.7,-2.0,5.3,102.7[may fluoresce green],0.7,101.8[may fluoresce green],3.1,0.0,-5.4
CC(=O)Nc1ccc(S(=O)(=O)NCC2CCC(C(=O)NC3CCCCCC3)CC2)cc1 (stereo unspecified),3.6,1.8,4.9,108.7,-0.9,103.8,0.5,0.0,9.7
COc1ccc(CNC(=O)CN(c2ccc(C(C)C)cc2)S(=O)(=O)c2c(C)noc2C)cc1,5.2,0.4,-1.5,95.1,-1.9,97.5,4.6,2.0,1.7
CCCn1nnnc1NCc1ccccc1C,3.1,-1.8,-2.8,105.3,2.9,96.8,3.8,2.0,4.6
COc1cc(/C=C(\NC(C)=O)C(=O)Nc2cccc(O)c2)ccc1OC(C)=O,-7.0,nt,-8.3,113.3,0.1,117.4,2.8,0.0,-2.3
C=CCn1c(C(CCCC)CC(O)COCC(C)C)n[nH]c1=S (stereo unspecified),-11.5,3.2,-0.8,94.1,-4.2,95.3,-8.1,0.0,-6.7
COc1cnc(-c2ccccn2)nc1Sc1c(Cl)cccc1Cl,7.8,1.0,-0.6,95.2,-4.5,97.8,3.1,0.0,12.7
Fc1ccc2nc3[nH]c4ccccc4c3nc2c1,-12.2,-0.4,-7.2,70.5,-12.4,74.8,-3.8,9.0,2.1
O=C(Nc1ccc(C2SCCS2)cc1)c1ccccc1,4.4,0.7,4.0,89.7,-1.7,101.6,1.9,3.0,14.9
O=C(c1ccc(Cl)c(Cl)c1)N1CCC(=O)N(C(CO)Cc2ccccc2)CC1 (stereo unspecified),-2.1,-1.0,0.2,97.9,2.1,98.5,2.2,4.0,21.7
CN(C)S(=O)(=O)c1ccc(N2CCCC2)c(C(=O)NC(c2ccccc2)c2ccccc2)c1,-18.1,-0.1,4.0,87.8,-1.1,92.5,-1.9,2.0,-7.0
O=C(CSc1ccccc1)N1CCCC(N2CCN(c3cccc(Cl)c3)CC2)C1 (stereo unspecified),10.7,-0.9,7.2,107.9,-3.1,100.8,5.1,0.0,-7.9
O=S1(=O)C=C(Sc2nc3cc(Cl)ccc3o2)c2ccccc21,-10.2,-2.8,5.4,96.3,-3.8,97.5,-5.1,2.0,-239.8
N#C/C(=C/c1cccs1)c1ccccn1,9.3,0.1,-7.6,nt,2.6,nt,2.5,0.0,1.0
COc1ccc(N2C(=O)CCC(C(=O)N3CCOCC3)C2c2ccc(F)cc2)cc1 (stereo unspecified),1.4,-0.1,4.6,99.8,4.6,99.4,2.5,2.0,1.4
O=C(CC(C(=O)O)c1ccc(Cl)cc1)c1ccc(Br)cc1 (stereo unspecified),4.0,-1.6,-4.3,105.6,-3.4,93.8,5.8,0.0,12.3
CC(OC(=O)c1ccc(Br)c(S(=O)(=O)N2CCOCC2)c1)C(=O)NC1CCCCC1C (stereo unspecified),-10.8,3.0,-3.5,115.2,-2.7,118.0,2.0,1.0,7.4
O=C(CSCc1ccccc1)NCCc1ccc(F)cc1,9.5,-3.6,2.7,99.2,-1.4,109.2,1.0,1.0,12.4

# Entries above that contain a COOH group (2):
SMILES,MCL1-BIM inh,MEX-5 binding,GLD-1 RNA inh,CIT2-GFP yeast,Fam108B counter,AGP1 TOR yeast,BCLXL inh,GRK2 aptamer HTS,VLA-4 inh
CCCN(C(=O)Cc1c(C(=O)O)n(C)c2ccccc12)c1cccc(C)c1,1.5,-4.5,-6.4,87.2,2.4,82.5,5.7,3.0,-10.4
O=C(CC(C(=O)O)c1ccc(Cl)cc1)c1ccc(Br)cc1 (stereo unspecified),4.0,-1.6,-4.3,105.6,-3.4,93.8,5.8,0.0,12.3
